Compound activity (PubChem)
Apaf1 inhib – blocks human Apaf-1 apoptosome activity; reconstituted apoptosome caspase-3 activity, DEVD-Rh110 fluorescence; inhibition, % at 20 µM; 330,000 compounds, 0.71% hits; AID 489030; active = inhibition of at least 40% at 20 µM;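 note: plate controls were DMSO wells for no effect and DEVD-CHO caspase inhibitor wells for full effect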
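System: Apoptosome proteins | Medium: Hepes pH 7.5 with detergent and BSA | Also added: Cytochrome c trigger plus (Z-DEVD)2-Rh110 caspase-3 substrate | Incubation: 30 min compound preincubation, 50 min activation, room temperature | Detection: Rhodamine 110 fluorescence at Ex 480/Em 540 nm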
Gli-Sufu block – Gli-Sufu pathway antagonism; Sufu-KO-LIGHT fibroblasts, Gli luciferase reporter luminescence; inhibition, % at 5 µM; 340,000 compounds, 0.74% hits;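 active = inhibition above about 55%, limit read from the data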;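 note: 0% = DMSO-treated cells and 100% = wells with medium but no cells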
697 NFkB inh – lowers PMA/ionomycin-induced NF-kB signal in 697 B cells. inhibition, % at 4 µM. 697 B-cell NF-kB luciferase reporter, 16 h. 330,000 compounds, 0.33% hits; in the data active = inhibition above about 35%
UBC13 polyUb – human UBC13 polyubiquitination inhibition. 330,000 compounds, 0.47% hits. inhibition, % at 20 µM. P61088. UBC13 polyubiquitin chain formation, TR-FRET; in the data active = inhibition above about 45%, passing the limit was not always enough
Jurkat NFkB inh – inhibitors of the PMA/ionomycin-induced NF-kB reporter in Jurkat cells. PMA/ionomycin-induced NF-kB luciferase reporter, luminescence. inhibition, % at 4 µM. 330,000 compounds, 0.53% hits. AID 435003
SENP8 inh – inhibitors of human SENP8 protease | inhibition, % at 10 µM | purified SENP8, Z-RLRGG-aminoluciferin cleavage, luminescence | 330,000 compounds, 1.2% hits | Q96LD8
Target sequence (Q96LD8 whole entry, looked up): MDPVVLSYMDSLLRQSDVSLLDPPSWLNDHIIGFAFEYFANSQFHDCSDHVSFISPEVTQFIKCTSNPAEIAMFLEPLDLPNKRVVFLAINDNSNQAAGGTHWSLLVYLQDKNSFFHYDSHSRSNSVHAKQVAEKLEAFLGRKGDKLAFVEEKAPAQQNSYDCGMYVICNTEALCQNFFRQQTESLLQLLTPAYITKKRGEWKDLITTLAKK
EBI2 antag – antagonists of human EBI2 receptor; P32249; EBI2 beta-arrestin recruitment, luminescence, 7a,25-OHC stimulated; inhibition, % at 5 µM; 360,000 compounds, 0.81% hits; AID 651636; in the data active = inhibition above about 38%;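 note: enzyme fragment complementation signal reports receptor beta-arrestin coupling in cells; 0% = agonist plus DMSO wells and 100% = wells without agonist; some results beyond the cut were filed as inactive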
Target sequence (P32249 whole entry, looked up, the tested form may be a part): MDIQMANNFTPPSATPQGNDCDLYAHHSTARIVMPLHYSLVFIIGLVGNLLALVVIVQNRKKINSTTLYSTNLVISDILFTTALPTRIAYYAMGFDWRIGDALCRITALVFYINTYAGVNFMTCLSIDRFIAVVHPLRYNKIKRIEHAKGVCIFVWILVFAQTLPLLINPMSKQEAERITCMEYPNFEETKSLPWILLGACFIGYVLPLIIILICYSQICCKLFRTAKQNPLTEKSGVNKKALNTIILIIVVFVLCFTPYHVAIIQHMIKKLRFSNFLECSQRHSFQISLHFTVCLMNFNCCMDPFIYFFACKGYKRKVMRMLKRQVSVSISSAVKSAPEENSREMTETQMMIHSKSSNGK
CCR6 antagonist – antagonists of human CCR6 receptor | AID 493098 | P51684 | CHO-K1 CCR6 PathHunter beta-arrestin, luminescence, CCL20-stimulated | 340,000 compounds, 0.49% hits | inhibition, % at 20 µM;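 active = compounds whose inhibition of the agonist-driven luminescence signal at 20 µM reaches about 50%, limit read from the data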;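 note: cells stimulated with CCL20 at 14 nM final; plate controls were DMSO with CCL20 for no effect and DMSO without agonist for full effect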
Target sequence (P51684 whole entry, looked up): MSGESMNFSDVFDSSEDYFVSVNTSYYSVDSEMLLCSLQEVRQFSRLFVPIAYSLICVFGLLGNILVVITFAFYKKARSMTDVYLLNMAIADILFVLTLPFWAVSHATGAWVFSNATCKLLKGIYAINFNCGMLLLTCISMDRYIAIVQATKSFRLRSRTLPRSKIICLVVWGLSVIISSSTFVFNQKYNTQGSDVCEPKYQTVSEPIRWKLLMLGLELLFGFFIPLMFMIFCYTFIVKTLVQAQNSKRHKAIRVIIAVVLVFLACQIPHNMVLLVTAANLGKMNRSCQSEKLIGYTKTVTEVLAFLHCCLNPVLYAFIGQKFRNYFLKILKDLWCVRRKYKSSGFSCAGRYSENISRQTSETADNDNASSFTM
Active calls of the source: *; x = not tested or not shown. Cut-off read from the data, not from the text of the source, unless noted: active = inhibition above about 50%; inactive = the rest. A portion of the library (hit frequency here may not be typical).

SMILES	Apaf1 inhib	Gli-Sufu block	697 NFkB inh	UBC13 polyUb	Jurkat NFkB inh	SENP8 inh	EBI2 antag	CCR6 antagonist
Cc1ccc(-c2cc(C(=O)N3CCOCC3)no2)cc1	-2	-9	-91	5	-50	45	6	-7
Cc1cc(CN(C)Cc2c(C(=O)N3CCCCCCC3)nc3ccc(Cl)cn23)n[nH]1	-15	-6	-11	-3	-17	-15	-4	-5
O/N=C1\CCCc2c1nc(-c1ccccc1F)n2O	-10	3	0	-2	4	-6	-12	1
Cc1ccc(CNC(=O)Cn2ncn3cccc3c2=O)cc1	7	-44	-44	-1	-46	-16	-5	9
CCCC(=O)NC(=S)Nc1c(C)cc(Br)cc1C	8	-14	-12	-5	5	-7	1	10
Nc1nc(N2CCOCC2)n[nH]1	5	2	-1	-9	0	-12	-4	-8
N#Cc1c(NCCCO)nc(-c2ccco2)c2c1CCCC2	9	0	6	-13	-2	0	-8	19
S=C(Nc1ccc2nsnc2c1)N1CCCC1	98*	-8	-36	-27	-11	57*	-5	-15
CN(Cc1ccccc1)C(=O)C1CCN(S(=O)(=O)c2cc([N+](=O)[O-])ccc2Cl)CC1	-5	1	-1	-32	9	3	1	-13
C=CCn1c(SCC(=O)c2c(N)n(CCC)c(=O)n(C)c2=O)nnc1-c1ccncc1	-12	19	-26	-4	-15	9	-1	-6
CN1CCN2c3ncccc3Cc3ccccc3C2C1 (centres undefined)	-1	5	7	4	10	2	1	7
Cc1ccc(C(c2nnnn2C2CCCC2)N2c3ccccc3CC2C)cc1 (centres undefined)	17	-6	-8	-1	-8	1	6	8
O=C(CCCC(=O)N1CCCC1)N1CCCC1	5	2	-14	4	-25	-2	-3	-3
COCCn1c(-c2cccs2)nc2nc3ccccc3nc21	-11	-2	-6	15	-15	3	-13	0
COc1ccc(C2OCC3(O)C(c4ccc(OC)c(OC)c4)OCC23)cc1OC (centres undefined)	-6	4	7	-4	6	12	6	-3
Cc1oc(-c2cccc(Cl)c2)nc1CN1CCC(C(=O)NCc2cccnc2)CC1	12	-2	18	9	-13	-3	0	21
CCOC(=O)N1CCN(S(=O)(=O)c2ccc(C(=O)NNc3nc4cc(C)cc(C)c4s3)cc2)CC1	12	5	-22	-74	-3	-10	-5	4
COc1ccc(NC(=O)C2CCN(c3cnccn3)CC2)cc1Cl	2	-3	5	11	-6	3	2	-4
CCCc1nc(N2CCN(S(=O)(=O)c3ccc(Cl)cc3)CC2)c2c(C)c(C)sc2n1	-10	x	-24	-11	-4	-8	9	17
CCOC(=O)c1c(NC(=O)CN(C)C2CCN(C)CC2)sc(C(=O)Nc2ccccc2)c1C	9	22	-14	29	-8	-9	3	12
COc1ccccc1C(C)NC(=O)c1ccc(S(=O)(=O)NCc2ccco2)cc1 (centres undefined)	-5	8	0	1	0	-2	8	-3
Cc1ccc(-n2c(SCC(=O)N3CCCCC3)nc(O)c(Cc3ccccc3)c2=O)cc1	6	6	-22	-4	2	1	3	-5
CCOc1ccc(OCC(=O)N2CCOCC2)cc1	2	1	0	3	5	-7	-12	-2
COc1ccc(Cl)cc1-n1c(C)cc(C(=O)O)c1C	4	-11	-12	2	15	1	11	9
O=C1COc2ccc(C(=O)COC(=O)c3cccnc3Cl)cc2N1	0	4	12	1	4	-9	8	11

Compound profiles, as listed above.
`N#Cc1c(NCCCO)nc(-c2ccco2)c2c1CCCC2` is entered as Apaf1 inhib: 9; Gli-Sufu block: 0; 697 NFkB inh: 6; UBC13 polyUb: -13; Jurkat NFkB inh: -2; SENP8 inh: 0; EBI2 antag: -8; CCR6 antagonist: 19
`CCOC(=O)N1CCN(S(=O)(=O)c2ccc(C(=O)NNc3nc4cc(C)cc(C)c4s3)cc2)CC1` is entered as Apaf1 inhib: 12; Gli-Sufu block: 5; 697 NFkB inh: -22; UBC13 polyUb: -74; Jurkat NFkB inh: -3; SENP8 inh: -10; EBI2 antag: -5; CCR6 antagonist: 4
`Cc1ccc(-n2c(SCC(=O)N3CCCCC3)nc(O)c(Cc3ccccc3)c2=O)cc1` is entered as Apaf1 inhib: 6; Gli-Sufu block: 6; 697 NFkB inh: -22; UBC13 polyUb: -4; Jurkat NFkB inh: 2; SENP8 inh: 1; EBI2 antag: 3; CCR6 antagonist: -5

New compounds follow
SMILES	Apaf1 inhib	Gli-Sufu block	697 NFkB inh	UBC13 polyUb	Jurkat NFkB inh	SENP8 inh	EBI2 antag	CCR6 antagonist
Cc1ccc(C(C)NC(=O)Cc2cccs2)c(C)c1 (centres undefined)	-3	-5	17	3	12	8	-5	7
Cn1c(NCCCN2CCOCC2)nc2c1c(=O)n(Cc1ccc(Cl)cc1Cl)c(=O)n2C	3	33	-4	10	18	-9	8	-4
COCCNCCCCSc1ccc(Cl)cc1	-5	9	-4	-6	12	-2	-13	3
Cc1c(C(=O)N2CCN(C(c3ccccc3)c3ccccc3)CC2)oc2ccccc12	20	3	2	-2	-3	-2	87*	18
CCOc1ccc(/C=N/NC(=O)C(C)N(c2ccc(OC)cc2)S(C)(=O)=O)cc1 (centres undefined)	7	7	2	-1	4	13	-6	-3
N#C/C(=C\c1c(N(Cc2ccccc2)Cc2ccccc2)nc2ccccn2c1=O)C(N)=O	20	18	-8	4	19	4	-3	28
COC(=O)c1cc(S(=O)(=O)N(Cc2ccccc2)C(C)(C)C)c[nH]1	9	-11	-50	-7	36	-2	0	20
O=C(Cn1cc(C(F)(F)F)ccc1=O)Nc1cccc(S(=O)(=O)N2CCOCC2)c1	7	0	0	-2	-13	-6	-15	6
CSCCC(NS(=O)(=O)c1cccs1)C(=O)NCc1ccccc1 (centres undefined)	3	-6	-3	-7	9	2	6	-13
COC(=O)CCCC1=CC2=C(c3ccccc3)C(=O)C(C)(OC(=O)C3CCCC3)C(=O)C2=CN1c1ccc(OC)cc1 (centres undefined)	10	-1	-2	-38	-4	-4	-7	15
CN1CCN(c2c(F)cc3c(=O)c(C(=O)O)cn4c3c2OCN4C)CC1	2	-5	9	0	-5	-5	-3	2
COc1ccc(N2CCN(c3nc4ccc(C)cn4c(=O)c3C=O)CC2)cc1	-11	3	11	-4	-4	6	4	6
CCOC(=O)C(=CNc1cc(C)nn1-c1ccccc1)C(=O)OCC	-3	-11	24	-9	13	3	-4	-39
Cc1ccccc1NC(=O)c1ccccc1NC(=O)c1ccco1	5	-7	3	0	-14	-2	-16	-8
O=C(NC1CCCCC1)N1CCN(C(=O)c2ccco2)CC1	-11	-11	17	0	2	-3	-8	-5
C=CCSc1nc2sc3c(c2c(=O)n1CC=C)CCc1ccccc1-3	14	7	9	-5	-6	-4	4	22
CC(C)=CCc1cc([C@@H]2COc3c(ccc4c3C=CC(C)(C)O4)C2)c(O)cc1O	-5	5	-26	-11	20	-1	3	1
CCN(CC)CCC#CC(O)(c1ccccc1)c1ccccc1	6	11	-12	-2	-2	31	-3	-3
CCOc1ccc(-n2ccnc2SCC(=O)N2CCCc3ccccc32)cc1	19	-3	-47	-1	-5	-4	11	12
Clc1ccc(-n2nnc(-c3nccs3)n2)cc1Cl	17	-82	-111	-3	-128	72*	-3	-1
COc1ccc(OCc2nnc3n2N=C(c2ccccc2)C(CC(=O)O)S3)cc1 (centres undefined)	3	-6	10	2	14	7	26	20
FC(F)(F)c1cccc(-c2ccc(/C=N/Nc3nncc(-c4ccccc4)n3)o2)c1	13	10	-9	0	4	-1	4	0
c1ccc2c(c1)OCC(CNCC1COc3ccccc3O1)O2 (centres undefined)	2	6	7	4	-5	-3	-8	1
COc1ccccc1-n1cnnc1SCC(=O)Nc1ccccc1	3	25	7	2	10	2	12	9
COC(=O)C(c1cc(OC)c(O)c(OC)c1)(N1CCNC(C)C1)C(F)(F)F (centres undefined)	6	23	3	-10	-1	-14	-13	-7

EBI2 antag: what is marked active above.
compound	697 NFkB inh	UBC13 polyUb	Jurkat NFkB inh	EBI2 antag	CCR6 antagonist
Cc1c(C(=O)N2CCN(C(c3ccccc3)c3ccccc3)CC2)oc2ccccc12	2	-2	-3	87*	18

Going on with the list:
SMILES	Apaf1 inhib	Gli-Sufu block	697 NFkB inh	UBC13 polyUb	Jurkat NFkB inh	SENP8 inh	EBI2 antag	CCR6 antagonist
Cc1cc([N+](=O)[O-])c(C)cc1-c1ccc(/C=N/n2cnnc2)o1	-9	12	4	-2	11	3	1	2
O=C(NNc1cccc(Cl)n1)c1ccc(Cl)nc1	-8	-7	7	0	-12	1	-11	1
CCCCN(C(=O)c1ccc([N+](=O)[O-])s1)c1c(N)n(CC(C)C)c(=O)[nH]c1=O	5	-2	7	-9	-11	8	-23	-9
Cc1cc(C)c(S(=O)(=O)NC(CC(=O)O)c2cccc([N+](=O)[O-])c2)c(C)c1 (centres undefined)	12	-12	10	-4	-2	-6	-1	9
Cc1ccc(/C=N/c2sc3c(c2C(N)=O)CCCC3)o1	14	-2	10	-7	-5	12	12	4
CN(C)S(=O)(=O)Nc1ccc2c(c1)OCO2	-17	0	4	12	11	-1	1	-7
O=C(CN1CCN(c2ccccn2)CC1)N1c2ccccc2Sc2ccc(C(F)(F)F)cc21	29	12	-4	2	3	-5	-1	26
COc1cccc(-c2nnn(CC(=O)Nc3ccc(C)cc3C)n2)c1OC	-16	-7	18	-1	12	-4	4	-1
Cc1c(C(=O)N(C)C)c2ccc(Cl)cc2n1O	-5	-13	10	9	-5	-6	-11	12
COc1ccc(N(CC(=O)N2CCN(c3cc(C)ccc3C)CC2)S(=O)(=O)c2c(C)noc2C)cc1	20	15	0	1	15	1	28	12
O=C(CNC(=S)N(Cc1ccccc1Cl)C1CCCC1)NCCCN1CCOCC1	4	-4	-41	-12	-5	-1	2	-1
CCCOc1ccc2[nH]cc(C(=O)O)c(=O)c2c1	-4	0	10	7	-17	1	-5	-22
CCSc1nnc(NC(=O)CSc2nc3c(c(=O)n2-c2ccccc2OC)SCC3)s1	-7	6	14	-6	12	2	-4	13
OCCN1CCN(Cc2ccc3ccccc3c2)CC1	-6	8	-22	-19	0	-8	-15	2
O=C(CCn1nnnc1CN1CCOCC1)N1CCC(c2ccccc2Cl)C1 (centres undefined)	8	6	8	6	-7	-11	3	-7
CCc1ccc(OCC(=O)N/N=C(\C)c2ccc(O)cc2O)cc1	2	-15	7	-8	-10	7	4	-12
COc1ccc(NC(=O)c2cc(C)n(Cc3cccs3)c2C)cc1	-2	-28	-176	5	-89	2	12	12
COc1ccc(NC(=O)c2cc(F)cc(F)c2)cc1S(=O)(=O)N1CCCCC1	9	-4	14	-2	9	5	6	12
O=C(CCc1nnc(C2CCCCC2)o1)N1CCN(c2ccccc2F)CC1	-5	-46	-66	8	-68	5	8	4
Cc1ccc2nc3nc(NCC4CCCO4)c(C(=O)NC4CCCCC4)cc3c(=O)n2c1 (centres undefined)	8	x	8	7	12	-6	x	x
O=C1CC(c2ccc(S(=O)(=O)N3CCN(c4ccccc4)CC3)cc2)CN1 (centres undefined)	2	-6	11	-9	1	3	0	-13
Cc1ccccc1CS(=O)(=O)CCC(=O)NCCCN1CCN(c2ccccc2F)CC1	7	-1	-1	13	-4	-3	-2	15
CCSc1nc(C)c(C)c(=O)[nH]1	4	20	-8	3	-18	-9	-7	-10
CCOc1ccc(CN(CC)C(=O)Cc2c[nH]c3ccccc23)cc1OC	16	23	-1	4	11	11	0	26
COCCN1Cc2cc3cc(C)ccc3nc2SC1=Nc1cccc(OC)c1	10	-34	-6	2	13	2	14	14
(more compounds)
SMILES	Apaf1 inhib	Gli-Sufu block	697 NFkB inh	UBC13 polyUb	Jurkat NFkB inh	SENP8 inh	EBI2 antag	CCR6 antagonist
CCCCCc1ccc(S(=O)(=O)NCCc2ccncc2)cc1	-20	13	-32	-22	-4	-2	15	8
Cc1ccc2oc3nc(C)c(C(=O)O)cc3c(=O)c2c1	-3	-44	-91	7	-10	81*	-9	3
Nc1cc(C(=O)N/N=C/c2cccc([N+](=O)[O-])c2)n[nH]c1=O	-6	-3	-2	-10	-13	8	-1	5
O=C(C[C@H]1C[C@H](C(=O)N2CCCCC2)[C@@]2(CCc3ccccc3)c3[nH]c4cc(-c5ccco5)ccc4c3CCN2C1=O)NCCN1CCOCC1	48*	-1	17	x	x	x	5	7
CCOC1CC(C)(C)NC(=S)N1 (centres undefined)	-2	-2	5	7	9	1	-7	-5
COCCN(C(=O)CCC(=O)Nc1ccccn1)C(C(=O)NC(C)C)c1ccc(Cl)cc1 (centres undefined)	0	6	13	8	3	1	-9	18
